# NOD2 inhibition: inhibition of NOD2-driven NF-kB reporter – cell-based, luminescence, uHTS, HEK293 (AID 1566); HEK293 NOD2/NF-kB luciferase reporter, luminescence; higher % means a stronger effect; 0.63% of 290,000 active; inhibition, % at 4 µM, or EC50 in µM where a hit was titrated; in the data active = inhibition above about 50%; note: many of its hits are not listed in these tables
# MT stabilize HCS: microtubule stabilizers in HeLa cells | HeLa tubulin immunostaining HCS, 24 h; share of cells brighter than vehicle mean+2SD | 0.83% of 200,000 active | % tubulin-high responders, % at 10 µM;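 active = plate Z-score above 3 for both tubulin-high and condensed-nucleus cell shares, with cell loss under 80%, at 10 µM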;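 note: anti alpha tubulin signal scored within the nucleus-defined area of each cell; some results filed as inactive read as strong as hits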
# P. falciparum M17LAP: P. falciparum M17LAP inhibitors, primary screen, biochemical, fluorogenic H-Leu-NHMec substrate, 1536-well (AID 1619). recombinant M17LAP, H-Leu-NHMec fluorogenic kinetic assay; higher % means a stronger effect. inhibition, % at 30 µM; hits with a dose series show IC50 in µM. 0.38% of 220,000 active;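 active = compound inhibiting the enzyme by more than half at any dose during confirmatory dose-response retesting; inconclusive = strong single-dose inhibitors picked by rank but not retested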;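 note: plate controls were full reaction with DMSO carrier for no effect and no enzyme background for full effect; strong numbers were not always called active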
# Dynein cargo inh: dynein cargo transport inhibition; 3617.4 mouse cells, GR-EGFP nuclear translocation imaging; test concentration mostly 20 µM; stimulated with dexamethasone, 1 µM; active compounds read low; z-score, hits read low; 0.47% of 220,000 active;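 active = plate z-score of nuclear minus cytoplasmic receptor signal below a set negative limit, without overly bright fluorescence or cell loss, cut at about -3.5 in these data, passing the limit was not always enough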;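 note: z-score of nuclear minus cytoplasmic ring GR-EGFP intensity difference per well; some compounds called inactive have numbers as strong as hits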
#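 Also added: dexamethasone, 1.0 µM final. Medium: tet-free, stripped-serum medium. Detection: fixed, Hoechst-stained cells imaged at 10x for EGFP. Read-out: nuclear-to-cytoplasmic GR-EGFP distribution per well. Times: induction 48 h, compound 1 h, agonist 30 min.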
# Insulin prom up: MIN6 insulin promoter up-regulation; MIN6 insulin promoter-GFP reporter, high-content imaging; active compounds read high; z-score at 5 µM; 0.3% of 190,000 active; AID 1625;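 active = z-score above 3 at 5 µM with at least 500 cells counted in the well; inconclusive = wells under 500 cells, flagged as cytotoxic or low count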
# b-catenin transl: alters nuclear translocation of beta-catenin in HeLa cells. 0.3% of 190,000 active. nuclear translocation activity, % at 5 µM. immunofluorescence imaging;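 active = nuclear translocation activity above 50% at 5 µM, with a well cell count of 50 or more; inconclusive = wells under 50 cells across six images, flagged as toxic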;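 note: per-cell ratio of nuclear to cytoplasmic median beta-catenin stain intensity; plate controls were DMSO negative control for no effect and GSK-3 inhibitor IX positive control for full effect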
#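 Test system: human HeLa cell line; Doses: 5 µM primary, 0.02–20 µM confirmation; Incubation: 24 h compound exposure, 37°C; Detection: beta-catenin immunofluorescence imaging with DAPI; Read-out: beta-catenin nuclear/cytoplasmic ratio, % activation.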
# Autophagy HCS: alters autophagy in cells; MEF GFP-LC3 puncta imaging; test concentration mostly 10 µM; calls only at 10 µM (by protocol); 0.98% of 190,000 active; AID 463193;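 active = percentage of spot-positive cells more than 3 SD above its plate mean, without a fluorescence outlier flag or 80% toxicity; inconclusive = no clear call, values can overlap the other calls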;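 note: spot-positive cell cutoff set from DMSO-treated cells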
# NOD1 inhibition: NOD1 signaling inhibitors, primary screen, cell-based, luminescence, uHTS (AID 1578); NOD1-driven NF-kB luciferase reporter cells, luminescence; higher % means a stronger effect; inhibition, % at 4 µM; hits with a dose series show EC50 in µM; 1% of 290,000 active; in the data active = inhibition mostly above about 36%, no sharp cut-off; inactive = mostly below about 34%;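 note: HEK-293T reporter cells stimulated with the NOD1 agonist gamma-tri-DAP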
# Yfh1-depleted yeast: mitochondrial function rescue without frataxin homolog – Friedreich's ataxia, plus single-dose screen, dose response (AID 1465). S. cerevisiae Yfh1-off respiration, WST-1 reduction, 72 h; higher fold induction means a stronger effect. one-dose fold induction at 50 µM; EC50 in µM for titrated hits. 0.074% of 220,000 active;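 active = fold induction of absorbance versus untreated yeast above a set limit, then at least 30% activation at any dose in follow-up; inconclusive = repeats straddling the limit, or above it without dose testing; inactive = fold induction below the set limit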;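 note: activators that raise dye reduction in frataxin-depleted yeast; strong numbers were not always called active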
# Dynein cargo inh cytoplasmic EGFP: further read-out of Dynein cargo inh, marked with its call; z-score; measured here: cytoplasmic GR-EGFP intensity; active compounds read high
# Dynein cargo inh nuclear GR-EGFP: recorded beside Dynein cargo inh, whose call it bears; z-score; measured here: nuclear GR-EGFP intensity;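 lower value marks the stronger effect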
# Dynein cargo inh cell count: recorded beside Dynein cargo inh, whose call it bears; z-score; measured here: cell count per field
# Insulin prom up cell count: further read-out of Insulin prom up, marked with its call; cell count; measured here: cytotoxicity, nuclei count;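 total cells summed across four imaged fields per well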
# b-catenin transl cell count 5 µM: further read-out of b-catenin transl, marked with its call; cell count; measured here: cell count, cytotoxicity flag
# MT stabilize HCS Hoechst-high %: also measured in MT stabilize HCS; calls as there; % Hoechst-high responders; measured here: nuclear condensation Hoechst responders;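 share of cells brighter than vehicle mean plus two SD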
# MT stabilize HCS cytotoxicity %: further read-out of MT stabilize HCS, marked with its call; toxicity, %; measured here: cytotoxicity by cell density;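 0% = mean cell density of plate MIN control wells and 100% = no cells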
# Autophagy HCS cell loss 18 h: further read-out of Autophagy HCS, marked with its call; toxicity, %; measured here: cell loss, nuclei count;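 cell loss after 18 h compound exposure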
# Numbers without * were called inactive; i = inactive; ? = inconclusive; · = no result given. The list is partial; rates above refer to the full screens.
No.	canonical_smiles	NOD1 inhibition	Dynein cargo inh	Dynein cargo inh cell count	P. falciparum M17LAP	MT stabilize HCS cytotoxicity %	Yfh1-depleted yeast	NOD2 inhibition	Dynein cargo inh cytoplasmic EGFP	Insulin prom up
1	Cc1ccc(-c2[nH]nc3c2C(c2ccccc2OC(=O)N2CCOCC2)C(C#N)=C(N)O3)cc1 (stereo not given)	15%	0.41	-0.63	?	8.3	·	20%	-0.36	·
2	COc1ccc(NC(=O)Cn2nnc(-c3ccccc3NC(=O)C3CC3)n2)cc1	-27%	-0.061	0.88	9%	3.9	i	2%	-0.24	·
3	Cc1cccc(NC(=O)Cn2cnc3c(oc4ccccc43)c2=O)c1C	-44%	-1.3	0.67	8%	6.5	i	-7%	2	-0.18
4	CC1C/C(=N/Nc2ccc([N+](=O)[O-])cc2[N+](=O)[O-])CC(C)(C)C1 (stereo not given)	-8%	-0.33	-0.61	-2%	3.9	i	6%	-0.2	·
5	CCc1cc(CNC(=O)CC2C(=O)NCCN2Cc2cccc(OC)c2)on1 (stereo not given)	-42%	0.07	0.71	-1%	0.0	i	15%	-0.26	2
6	CC1=C(C(=O)OCC(C)C)C23C(=O)c4ccccc4C2(O1)OC(N)=C3C#N (stereo not given)	-3%	-0.8	0.78	14%	6.4	i	8%	0.19	0.34
7	Cc1ccnc(NC(=O)CCCOc2ccccc2)c1	-33%	-0.85	0.21	3%	11	i	-13%	-0.24	-0.12
8	O=C(O)c1cnn2cc(-c3[nH]ncc3[N+](=O)[O-])cnc12	-15%	-0.23	0.19	13µM*	7.6	i	6%	-0.26	1.2
9	COC(=O)C1C(O)CCC2CN3CCc4c([nH]c5ccccc45)C3CC21 (stereo not given)	2%	-0.28	-0.15	5%	·	i	-1%	-0.32	0.13
10	CCCN(CCC)S(=O)(=O)c1cccc(-c2csc(C)n2)c1	-3%	1.2	-1.7	0%	·	i	9%	-0.16	-0.11
11	CCCS(=O)(=O)N1CCN(CCCc2ccccc2)CC1	11%	-0.34	-0.57	3%	5.9	i	14%	-0.3	-0.16
12	O=C(Nc1cc2cccc([N+](=O)[O-])c2oc1=O)c1cccs1	-47%	-0.49	0.53	-1%	9.1	i	-8%	-0.34	0.18

No.	b-catenin transl cell count 5 µM	MT stabilize HCS	Insulin prom up cell count	Autophagy HCS	Autophagy HCS cell loss 18 h	b-catenin transl	MT stabilize HCS Hoechst-high %	Dynein cargo inh nuclear GR-EGFP
1	1133	3.5	·	i	8	-2.9	2.7	0.38
2	1211	3.1	·	i	-4	-1.4	1.6	0.24
3	900	3.0	1725	i	18	2.3	1.9	-0.52
4	·	2.5	·	i	-6	·	0.9	0.07
5	1172	4.1	1459	i	19	1.3	2.2	-0.16
6	997	3.6	1287	i	-6	-4.7	5.1	-0.26
7	1473	1.5	1406	i	-13	0.5	1.7	-0.66
8	920	3.4	1302	i	1	-1.0	2.7	-0.36
9	1027	·	575	·	·	2.7	·	0.3
10	1312	·	1152	·	·	-0.6	·	0.41
11	940	3.5	1308	i	-7	-3.3	2.6	-0.4
12	1122	6.8	1253	i	-4	-1.0	3.4	0.022

# Only Autophagy HCS, MT stabilize HCS Hoechst-high % and Dynein cargo inh (two entries from above):
entry	compound	Autophagy HCS	MT stabilize HCS Hoechst-high %	Dynein cargo inh
1	Cc1ccc(-c2[nH]nc3c2C(c2ccccc2OC(=O)N2CCOCC2)C(C#N)=C(N)O3)cc1 (stereo not given)	i	2.7	0.41
6	CC1=C(C(=O)OCC(C)C)C23C(=O)c4ccccc4C2(O1)OC(N)=C3C#N (stereo not given)	i	5.1	-0.8

# Numbers 4 to 9 from above:
No.	canonical_smiles	NOD1 inhibition	Dynein cargo inh	Dynein cargo inh cell count	P. falciparum M17LAP	MT stabilize HCS cytotoxicity %	Yfh1-depleted yeast	NOD2 inhibition	Dynein cargo inh cytoplasmic EGFP	Insulin prom up
4	CC1C/C(=N/Nc2ccc([N+](=O)[O-])cc2[N+](=O)[O-])CC(C)(C)C1 (stereo not given)	-8%	-0.33	-0.61	-2%	3.9	i	6%	-0.2	·
5	CCc1cc(CNC(=O)CC2C(=O)NCCN2Cc2cccc(OC)c2)on1 (stereo not given)	-42%	0.07	0.71	-1%	0.0	i	15%	-0.26	2
6	CC1=C(C(=O)OCC(C)C)C23C(=O)c4ccccc4C2(O1)OC(N)=C3C#N (stereo not given)	-3%	-0.8	0.78	14%	6.4	i	8%	0.19	0.34
7	Cc1ccnc(NC(=O)CCCOc2ccccc2)c1	-33%	-0.85	0.21	3%	11	i	-13%	-0.24	-0.12
8	O=C(O)c1cnn2cc(-c3[nH]ncc3[N+](=O)[O-])cnc12	-15%	-0.23	0.19	13µM*	7.6	i	6%	-0.26	1.2
9	COC(=O)C1C(O)CCC2CN3CCc4c([nH]c5ccccc45)C3CC21 (stereo not given)	2%	-0.28	-0.15	5%	·	i	-1%	-0.32	0.13

No.	b-catenin transl cell count 5 µM	MT stabilize HCS	Insulin prom up cell count	Autophagy HCS	Autophagy HCS cell loss 18 h	b-catenin transl	MT stabilize HCS Hoechst-high %	Dynein cargo inh nuclear GR-EGFP
4	·	2.5	·	i	-6	·	0.9	0.07
5	1172	4.1	1459	i	19	1.3	2.2	-0.16
6	997	3.6	1287	i	-6	-4.7	5.1	-0.26
7	1473	1.5	1406	i	-13	0.5	1.7	-0.66
8	920	3.4	1302	i	1	-1.0	2.7	-0.36
9	1027	·	575	·	·	2.7	·	0.3

# Compound activity: PubChem, several laboratories
